Assay outcomes from PubChem BioAssay.
NOD1 inhibition = NOD1 signaling inhibitors, primary screen, cell-based, luminescence, uHTS (AID 1578). NOD1-driven NF-kB luciferase reporter cells, luminescence; higher % means a stronger effect. one-dose inhibition, % at 4 µM; EC50 in µM for titrated hits. 290,000 compounds, 1% hits; in the data active means inhibition mostly above about 36%, no sharp cut-off; inactive means mostly below about 34%;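 further: HEK-293T reporter cells stimulated with the NOD1 agonist gamma-tri-DAP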
NOD2 inhibition = NOD2 signaling inhibitors, cell-based, luminescence, uHTS, HEK293 (AID 1566) | HEK293 NOD2/NF-kB luciferase reporter, luminescence; higher % means a stronger effect | inhibition, % at 4 µM; hits with a dose series show EC50 in µM | 290,000 compounds, 0.63% hits; further: many of its hits are not listed in these tables
West Nile virus CPE = West Nile virus antiviral activity, cell-based, CPE readout (AID 1621) | West Nile virus-infected cells, CPE inhibition; higher % means a stronger effect | one-dose CPE inhibition, % at 10 µM; IC50 in µM for titrated hits | 290,000 compounds, 0.02% hits; in the data active means a potency from the dose series; inconclusive means CPE inhibition mostly from about 3.7% at the one dose, without a potency; inactive means the rest, 99 in 100 with CPE inhibition below about 2.2%; further: strong numbers were not always called active
KOR beta-arrestin-1 = KOR antagonists, beta-arrestin recruitment, cell-based, luminescence, uHTS (AID 1778); Kappa-type opioid receptor (Homo sapiens); KOR beta-arrestin recruitment, luminescence, antagonist mode; higher % means a stronger effect; one-dose inhibition, % at 10 µM; IC50 in µM for titrated hits; 290,000 compounds, 0.091% hits; further: strong numbers were not always called active
AID2073 = inhibitors of Mint1-CaV2.2 protein interaction, biochemical, HTRF (AID 2073); 290,000 compounds, 0.19% hits; HTRF protein-protein interaction, Mint1-CaV2.2; higher % means a stronger effect; inhibition, % at 20 µM; hits with a dose series show IC50 in µM; Voltage-dependent N-type calcium channel subunit alpha-1B (Homo sapiens); in the data active means inhibition mostly above about 51%, no sharp cut-off; inconclusive means no clear call, values can overlap the other calls; inactive means mostly below about 53%; further: some results filed as inactive read as strong as hits
HIV fusion peptide = inhibitors of HIV fusion peptide binding, primary screen, biochemical, uHTS, fluorescence dequenching (AID 1986); one-dose inhibition, % at 20 µM; IC50 in µM for titrated hits; 290,000 compounds, 0.3% hits; cell-free peptide binding, fluorescence dequenching, 30 min; higher % means a stronger effect; in the data active means inhibition mostly above about 52%, no sharp cut-off; inactive means mostly below about 76%; further: some results filed as inactive read as strong as hits
KOR beta-arrestin-2 = KOR agonists, beta-arrestin recruitment, primary screen, cell-based, luminescence, uHTS (AID 1777); Kappa-type opioid receptor (Homo sapiens); KOR beta-arrestin recruitment, luminescence; higher % means a stronger effect; one-dose activation, % at 10 µM; EC50 in µM for titrated hits; 280,000 compounds, 0.02% hits; in the data active means activation above about 50%, passing the limit was not always enough; further: a part of the inactive calls stands beside numbers as strong as those of hits
Yfh1-off respiration = enhancers of respiration in Yfh1-depleted yeast, dose response, Friedreich's ataxia, plus single-dose screen (AID 1465); S. cerevisiae Yfh1-off respiration, WST-1 reduction, 72 h; higher fold induction means a stronger effect; 220,000 compounds, 0.074% hits; fold induction at 50 µM; hits with a dose series show EC50 in µM;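 active means fold induction of absorbance versus untreated yeast above a set limit, then at least 30% activation at any dose in follow-up; inconclusive means repeats straddling the limit, or above it without dose testing; inactive means fold induction below the set limit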;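 further: activators that raise dye reduction in frataxin-depleted yeast; strong numbers were not always called active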
NS5 inhibitors = Dengue-2 NS5 methyltransferase inhibitors, primary screen, biochemical, confirmation dose response (AID 588689). Genome polyprotein (Dengue virus type 2 (strain 16681-PDK53)). Dengue-2 NS5 methyltransferase capping enzyme assay, biochemical; higher % means a stronger effect. one-dose inhibition, % at 25 µM; IC50 in µM for titrated hits. 340,000 compounds, 0.3% hits; in the data active means a potency from the dose series; inconclusive means inhibition above about 29% without an active follow-up result
* hit, by the source's call; i = inactive; ? = inconclusive; . = no result given; [ ] = remark or other dose. Unless noted, no stated cut-off is given here; in the data, active means inhibition above about 50%; inactive means the rest. A portion of the library; rates above refer to the full screens.

SMILES	NOD1 inhibition	NOD2 inhibition	West Nile virus CPE	KOR beta-arrestin-1	AID2073	HIV fusion peptide	KOR beta-arrestin-2	Yfh1-off respiration	NS5 inhibitors
Cc1c(C(=O)OC2CCCC2C)[nH]c2c1C(=O)CCC2 (configuration not stated)	-16.7%	-18.1%	-0.4%	-19.8%	4.3%	-1.8%	-1.0%	i	-3.6%
Cc1ccc(-c2nc(S(=O)(=O)c3ccc(C)cc3)c(N3CCOCC3)o2)cc1	-22.8%	31.7%	-0.6%	12.3%	10.6%	-1.1%	-4.2%	.	-5.8%
COc1cc(OC)cc(C(=O)NCc2n[nH]c(=S)n2-c2ccccc2)c1	-14.1%	-7.1%	0.2%	-41.5%	-5.3%	0.6%	3.8%	i	-1.7%
CC(C)(C)c1nc(NC(=O)Nc2ccccc2)sc1Br	-24.5%	-43.6%	-1.1%	0.5%	1.9%	3.5%	-0.4%	i	0.8%
O=C(O)c1cccc(OCc2ccccc2Cl)c1	39.1%	24.9%	0.5%	-7.7%	-0.9%	-0.5%	0.4%	i	6.5%
COc1cc(C=C(C(C)=O)C(C)=O)ccc1O	-3.8%	11.4%	0.0%	11.8%	-14.8%	1.0%	0.9%	i	-12.0%
Cc1ccc(NC(=O)Cn2cc3c(n2)CCC(C)C3)cc1 (configuration not stated)	-25.2%	-2.8%	0.0%	26.9%	-3.8%	0.1%	-4.7%	i	-3.6%
Cc1ccc(NC(=O)C(OC(=O)c2ccc(C=O)cc2)c2ccccc2)cc1Cl (configuration not stated)	-0.3%	-7.9%	-0.1%	30.8%	22.7%	18.4%	9.6%	i	4.6%
CCOC(=O)C1(CCOC)CCN(C(=O)c2sccc2C)CC1	-37.2%	8.3%	-0.3%	-13.3%	-6.2%	-1.3%	1.4%	i	0.0%
COc1ccc(N2CCN(C(=O)CNC(=O)Cc3ccccc3)CC2)cc1	-18.0%	14.3%	0.0%	9.7%	8.7%	0.6%	2.5%	.	-1.6%
C=CCNC(=O)C1CCN(S(=O)(=O)c2ccccc2)CC1	-13.3%	5.4%	0.0%	9.3%	12.8%	-0.1%	-3.3%	i	5.7%
CCOC(=O)N1CCC(NC(=O)CCCC(=O)O)CC1	-2.6%	15.3%	0.4%	20.3%	-1.4%	-1.2%	-1.3%	i	.
CC(NS(=O)(=O)c1ccc(Br)cc1)C(c1cccs1)N1CCOCC1 (configuration not stated)	-26.8%	19.9%	-0.5%	-21.7%	5.9%	0.0%	1.2%	i	-4.9%
CC(C)C(CCN1C(=O)CCC1=O)C1CCOC(C)(C)C1 (configuration not stated)	-25.5%	-9.1%	0.9%	3.7%	3.4%	2.6%	-1.8%	i	-4.0%
O=C(/C=C/c1cccc(F)c1)N(c1ccccn1)C1CCCCC1	12.9%	20.2%	-1.0%	-5.3%	15.4%	1.2%	-2.5%	i	8.0%
Cc1nc2sccn2c(=O)c1Br	4.6%	11.4%	-0.4%	-25.8%	-9.1%	1.8%	-1.5%	i	2.2%
O=C(CCn1ccc2cc(S(=O)(=O)N3CCCC3)ccc21)NCCc1ccccc1	-17.8%	12.2%	-0.1%	35.2%	0.9%	-1.5%	-7.4%	.	-7.1%
CSc1ccccc1NC(=O)C1=CC(c2cccs2)=NS(=O)(=O)N1C	3.3%	21.8%	-0.2%	-4.0%[20 µM]	-4.1%	0.9%	-2.6%	.	-1.4%
COc1ccc(-c2cc(C(=O)N(C)Cc3ccc(F)cc3)c3ccccc3n2)cc1OC	-5.3%	-8.2%	0.8%	-42.3%	15.3%	1.6%	9.7%	.	-1.3%
Nc1ccc(S(N)(=O)=O)cc1N	-7.2%	3.8%	-0.2%	-4.6%	34.8%	-2.4%	3.4%	i	?
Cc1ccc(C)c(S(=O)(=O)NCC(=O)NCc2ccco2)c1	-25.8%	9.8%	-0.2%	18.5%	16.6%	-1.1%	5.5%	i	-3.2%
Cc1[nH]n(-c2cccc(Cl)c2)c(=O)c1-c1ccccc1	-18.0%	17.3%	-0.3%	17.7%	-2.6%	-1.8%	-2.4%	i	-7.3%
Cc1c(CN(C)C(=O)CSc2nc(-c3ccco3)cc(C(F)(F)F)n2)cnn1C	-6.0%	9.4%	-0.6%	0.3%	46.5%	1.6%	.	i	-0.7%
O=C(CCc1ccccc1)NC(=S)Nc1ccc(S(=O)(=O)N2CCOCC2)cc1	-11.8%	6.1%	-0.7%	57.6%	-0.5%	-0.6%	-3.2%	i	-4.2%
O=S1(=O)CCC(NC(=S)N2CCCCCC2)C1 (configuration not stated)	11.9%	3.1%	-0.3%	15.6%	6.1%	2.2%	-4.1%	i	-2.2%

The list goes on:
SMILES	NOD1 inhibition	NOD2 inhibition	West Nile virus CPE	KOR beta-arrestin-1	AID2073	HIV fusion peptide	KOR beta-arrestin-2	Yfh1-off respiration	NS5 inhibitors
O=C(CC1C(=O)NCCN1CC(c1ccccc1)c1ccccc1)NCCc1cn[nH]c1 (configuration not stated)	-12.0%	-4.9%	0.4%	-11.2%	-6.7%	0.7%	-3.2%	i	7.3%
O=C(c1ccc(C(F)(F)F)cc1)C1CCCN(C(=O)CCn2cncn2)C1 (configuration not stated)	-28.2%	-7.3%	-0.6%	-18.4%	4.6%	-0.3%	-1.3%	.	-1.8%
COc1cccc(C(=O)Nc2cccc(-c3ccccc3)c2)c1	-17.3%	-27.9%	-1.0%	-3.5%	5.1%	0.5%	1.0%	.	2.3%
Cc1csc(NC(=O)CCSCCc2ccccn2)n1	6.0%	13.7%	-0.3%	-31.4%	13.7%	0.3%	-3.6%	i	-2.8%
O=C(NCCc1ccc(C(F)(F)F)cc1)C1CCC(=O)N(CCCc2ccccc2)C1 (configuration not stated)	-4.6%	-28.1%	0.7%	8.2%	2.2%	-2.0%	2.4%	.	-5.4%
O=S(=O)(c1ccc(F)c(F)c1)N1CCN(CCc2ccccc2)CC1	-11.1%	0.0%	-0.9%	-6.8%	12.6%	-0.4%	6.6%	.	-0.7%
CSc1ncccc1C(=O)N1CCCC(CCC(=O)NCc2ccc(F)c(F)c2)C1 (configuration not stated)	-10.4%	3.1%	-1.2%	-33.0%	-5.1%	-0.6%	-2.0%	i	-11.0%
CC(C)OC(=O)C(C)Nc1ccc(F)c(Cl)c1 (configuration not stated)	2.9%	1.9%	0.1%	17.0%	-9.4%	0.9%	2.9%	i	-4.7%
Cc1ccc(C)c2sc(NC(=O)C3CC3)nc12	-21.6%	2.5%	-1.0%	22.9%[20 µM]	3.3%	0.6%	-6.6%	.	0.0%
Cc1[nH]c2ccccc2c1/C=N/NC(=O)CNC(=O)c1cccs1	6.8%	12.6%	0.3%	-4.0%	1.1%	-2.2%	.	i	-1.6%
COc1cc(C(=S)N2CCCC2)ccc1OS(=O)(=O)c1ccc(NC(C)=O)cc1	21.8%	23.7%	-1.3%	0.3%	-6.2%	-0.7%	4.7%	i	-9.1%
Cc1cccn2cc(CCNC(=O)c3cccs3)nc12	-4.7%	-9.4%	0.6%	-39.7%	13.8%	1.0%	2.1%	i	-9.1%
Cc1ccc(C(=O)O)cc1-c1ccc(C=C2C(=O)c3ccccc3C2=O)o1	4.1%	8.2%	-0.1%	-43.8%	26.8%	43.4%	2.5%	i	-0.7%
CCCCC1OC2(C)OC(=N)C1(C#N)C(C#N)(C#N)C2c1ccccc1 (configuration not stated)	28.4%	6.4%	-0.5%	22.4%	7.6%	24.7%	-4.7%	i	14.7%
Cc1ccc(CNC(=O)CSc2ccc(-c3ccco3)nn2)cc1	-25.7%	10.6%	-0.4%	21.7%	14.3%	1.1%	-2.2%	i	-6.5%
CCOc1ccc(OCC)c(NC(=O)C2CCN(c3ncccn3)CC2)c1	.	13.6%	-0.7%	24.3%	11.2%	0.0%	-1.9%	i	2.0%
O=C(Cc1ccccc1)NC(C(=O)O)C(O)c1ccc([N+](=O)[O-])cc1 (configuration not stated)	-6.5%	20.9%	-0.5%	1.5%	-0.1%	-0.9%	-4.6%	.	-1.3%
C/C(Nc1ccccc1C(F)(F)F)=C1/CCOC1=O	-13.9%	3.9%	0.1%	-18.5%	-11.7%	-1.3%	2.3%	i	-0.7%
Cc1ccc(C)c(N2CCN(C(=O)c3ccc(Cn4c(=S)[nH]c5ccc(N6CCOCC6)cc5c4=O)cc3)CC2)c1	-50.7%	-24.7%	0.5%	-28.9%	38.5%	5.2%	4.9%	i	0.0%
CCN1C(=O)C2CCCCN2c2ccc(C(=O)NCCOC)cc21 (configuration not stated)	-10.5%	9.2%	-0.6%	17.1%	12.6%	1.3%	-4.9%	.	1.3%
O=[N+]([O-])c1ccc(Cl)c(NC(=S)N2CCCC2)c1	10.2%	-24.3%	-0.6%	-43.5%	-23.8%	-2.7%	6.4%	.	-0.8%
NS(=O)(=O)c1ccc(NC(=O)COC(=O)CCC2CCCC2)cc1	-33.3%	1.1%	0.2%	-1.5%	-16.0%	1.2%	1.6%	i	-6.9%
C=CCn1c(Cc2csc(N)n2)nnc1SCC(=O)Nc1ccc(C(=O)OCC)cc1	-17.4%	2.9%	-0.8%	-19.7%	-1.4%	-2.7%	-2.3%	i	-2.0%
Cc1ccc(C)n1-c1ccc(C#N)cn1	-28.5%	-8.4%	-0.2%	-53.8%	1.6%	-2.1%	5.7%	i	2.3%
O=[N+]([O-])c1cc(/C=N\Nc2ccccn2)ccc1Cl	-18.5%	-7.8%	-0.2%	-11.6%	18.9%	-1.3%	1.6%	.	2.7%
O=C1NC(=S)N/C1=C/c1ccc(Oc2ccc(C(F)(F)F)cc2[N+](=O)[O-])c(Cl)c1	-23.2%	-2.4%	1.5%	16.0%	2.9%	-1.0%	1.1%	i	-6.4%
CC(CNc1nc2ccc(Cl)cc2n2cnnc12)c1ccccc1 (configuration not stated)	-6.1%	24.5%	-1.1%	-55.7%	8.9%	-1.4%	0.8%	.	-3.3%
CC(C(=O)OCn1nnc2ccccc2c1=O)N1C(=O)c2ccccc2C1=O (configuration not stated)	-2.4%	3.2%	0.3%	-4.9%	-0.7%	-1.6%	-4.0%	i	-5.5%
CC1(C)Cc2cccc(Oc3ccc(S(=O)(=O)N4CCCCC4)cn3)c2O1	-30.1%	5.8%	-0.5%	-20.6%	-3.5%	0.5%	-1.0%	i	-7.6%
CC(C)(O)c1[nH]c2ccc(C#N)cc2c1C(C)(C)O	-19.3%	-12.3%	0.7%	-38.3%[20 µM]	-0.6%	0.2%	-1.4%	.	.

Three consecutive compounds from above:
SMILES	NOD1 inhibition	NOD2 inhibition	West Nile virus CPE	KOR beta-arrestin-1	AID2073	HIV fusion peptide	KOR beta-arrestin-2	Yfh1-off respiration	NS5 inhibitors
CC(C(=O)OCn1nnc2ccccc2c1=O)N1C(=O)c2ccccc2C1=O (configuration not stated)	-2.4%	3.2%	0.3%	-4.9%	-0.7%	-1.6%	-4.0%	i	-5.5%
CC1(C)Cc2cccc(Oc3ccc(S(=O)(=O)N4CCCCC4)cn3)c2O1	-30.1%	5.8%	-0.5%	-20.6%	-3.5%	0.5%	-1.0%	i	-7.6%
CC(C)(O)c1[nH]c2ccc(C#N)cc2c1C(C)(C)O	-19.3%	-12.3%	0.7%	-38.3%[20 µM]	-0.6%	0.2%	-1.4%	.	.
